Screening results from PubChem.
IL-1B inflam inh: inhibitors of inflammasome signaling (IL-1 beta secretion) | THP-1 LPS/ATP IL-1B secretion, AlphaLISA, 16 h; active compounds read low | activity change, % at 57.5 µM | 360,000 compounds, 4.7% hits | AID 743279; in the data active = activity change below about -50%; inconclusive = mostly about -30% to -49%; also: % is scaled to controls: 0 for no effect and ±100 for the full control effect
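THP-1 cells pretreated 1 hr with compounds (up to 57.5 uM final), then stimulated with LPS (250 ng/mL final) plus ATP (1.25 mM final); secreted IL-1B measured by AlphaLISA after 16 hr, decreased signal indicating inhibition.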
TGFb SMAD3 inh: TGF-b pathway inhibition; HepG2 CAGA-GFP TGF-b/SMAD3 reporter, GFP fluorescence, 18 h; TGF-beta stimulated, 500 pg/mL final; Potency, µM (top dose mostly 46.1 µM), inactives show at the top dose activity, negative = inhibition, hits mostly inhibitors; 410,000 compounds, 1.2% hits; AID 588855; also: potency is read from the fitted curve at half-maximal effect; % is scaled to controls: 0 for no effect and ±100 for the full control effect; nearly all actives have a fitted effect of over 65% in size
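HEPG2 CAGA-GFP cells (1000/well, DMEM with 1% FBS) were pre-incubated 2 h at 37 degrees C, given compound by pin tool, then stimulated with TGF-beta at 500 pg/mL final for 18 h before per-cell GFP fluorescence imaging.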
Nrf2 inh: blocks Nrf2 signaling; Potency, µM (highest dose often 46 µM), for the others: at the highest dose activity change, negative = inhibition, usual class: inhibitors; AID 504444; 360,000 compounds, 2.1% hits; A549 ARE-Fluc reporter, luciferase luminescence, 18-24 h; also: potency is read from the fitted curve at half-maximal effect; % is scaled to controls: 0 for no effect and ±100 for the full control effect; nearly all actives have a fitted effect of over 60% in size
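Concentration-response testing used A549 ARE_Fluc cells at 5000 cells/well. Following an 18-24 h compound incubation, viability was read by fluorescence (Ex 405/Em 525) and luciferase output by luminescence.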
MCF10A rereplic: DNA re-replication induction in MCF 10a cells; MCF 10A DNA re-replication, Hoechst nuclear intensity, 48 h; Potency, µM (series often up to 46.1 µM), for the others: top-dose activity, positive = re-replication, actives largely listed as activators; 350,000 compounds, 2.9% hits; also: potency is read from the fitted curve at half-maximal effect; % of control where 0% means no effect; nearly all actives have a fitted effect of over 50% in size
ATXN viability: cell viability loss in ATXN counter-screen | AID 651635 | Potency, µM (doses to about 56.7 µM), usual class: cytotoxic | 400,000 compounds, 0.49% hits | S2 cells (HEK-293 line with an ATXN2-luciferase reporter) viability, CellTiter-Fluor protease fluorescence, 24 h; also: potency is read from the fitted curve at half-maximal effect; nearly all actives have a fitted effect of over 40% in size
A549 viability: kills or reduces viability of A549 cells in Nrf2 counter-screen | AID 504648 | A549 ARE-Fluc cells, CellTiter-Fluor viability, 18-24 h | Potency, µM (series often up to 46 µM), without a hit: at the top dose activity change, negative = cytotoxicity, hits mostly inhibitors | 390,000 compounds, 0.16% hits; also: potency is read from the fitted curve at half-maximal effect; % is scaled to controls: 0 for no effect and ±100 for the full control effect
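A549 ARE_Fluc cells in 5% FBS OPTI-MEM were exposed to compounds in concentration-response for 18-24 h at 37 deg C. Viability was read by CellTiter-Fluor fluorescence (Ex 405/Em 525) after 30 min, before the luciferase read.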
HepG2 tox: HepG2 cytotoxicity, counter-screen for TGF-b inhibitors. HepG2 CAGA-GFP viability, ATP luminescence, 18 h. Potency, µM (titrated, usually from 46.1 µM), inactives show at the highest dose activity change, negative = cytotoxicity, actives largely listed as cytotoxic. AID 588856. 410,000 compounds, 0.76% hits; also: potency is read from the fitted curve at half-maximal effect; some results filed as inactive show a strong effect at the top dose
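HepG2 CAGA-GFP cells (1000/well, DMEM with 1% FBS) received compound, then TGF-beta at 500 pg/mL final, and were incubated 18 hours at 37 degrees C. Viability was read by CellTiter-Glo luminescence. Media-only wells were set as complete cell-killing and DMSO as no toxicity.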
ATXN2 expr inh: inhibitors of ATXN2 expression | HEK-293 ATXN2-luciferase reporter, luminescence, 24 h | Potency, µM (highest dose often 57 µM), for the others: at the top dose activity change, negative = inhibition, most hits filed as inhibitors | 360,000 compounds, 0.72% hits; also: potency is read from the fitted curve at half-maximal effect; % is scaled to controls: 0 for no effect and ±100 for the full control effect; nearly all actives have a fitted effect of over 55% in size
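qHTS (up to 57 uM final) was run with 24 h compound exposure of reporter cells at 37 °C. Each well was multiplexed: SteadyGlo luminescence measured ATXN2-luciferase expression after a fluorogenic Gly-Phe-AFC viability readout (25 uM final).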
Nrf2 ARE act: Nrf2 pathway activation; Potency, µM (doses to about 46.1 µM), for the others: at the top dose activation, actives largely listed as activators; 410,000 compounds, 0.31% hits; AREc32 ARE-luciferase reporter (MCF7-derived line), luminescence, 24 h; also: potency is read from the fitted curve at half-maximal effect; % of control where 0% means no effect; nearly all actives have a fitted effect of over 65% in size
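AREc32 cells carrying an ARE-driven firefly luciferase reporter were seeded at 1000 cells/well in OPTI-MEM with 5% FBS, then exposed to compound for 24 hr at 37 deg C. Luminescence was read with Steady-Glo after 30 min at RT.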
Numbers without * were called inactive; i = inactive; ? = inconclusive; . = no result given; & = joins results of further samples; [ ] = another dose, or the depositor's remark. Unless noted, calls follow the shape of the dose curve; as a rule, active = well fitted curve in the direction sought with a large enough effect; inconclusive = small, poorly fitted or top-dose-only effect, or another doubt; inactive = no such curve, though single readings can be large; an effect the other way counts as inactive or inconclusive.

SMILES	IL-1B inflam inh	TGFb SMAD3 inh	Nrf2 inh	MCF10A rereplic	ATXN viability	A549 viability	HepG2 tox	ATXN2 expr inh	Nrf2 ARE act
CC(C)(C)C1CCC(C(=O)Nc2cccnc2)CC1 (stereo not given)	-21	-8%	?	14%	i	-6%	-28%	2%	0.3%
CCOC(=O)N1CCC(NC(=O)C2CCN(c3ccc(N4CCOCC4)nn3)CC2)CC1	15	5%	.	-28%	i	-2%	3%	10%	0.2%
O=C(O)CCc1ccc(-c2ccc(F)cc2)n1Cc1ccco1	11	-15%	0%	-1%	i	-9%[1.84 µM]	-24%	3%	-0.1%
CC1=C(C(=O)OC2CCCC2)C(c2coc3ccc(C)cc3c2=O)C2=C(CCCC2=O)N1 (stereo not given)	-16	-24%	-7%	-2%	?	-6%	-11%	.	0.6%
COc1ccc(NC(=O)c2ccc(CN3CCc4ccccc4C3)cc2)c(OC)c1	-2	-29%	?	-1%	i	12%	-8%	-23%	2.8%
CCN(CC)S(=O)(=O)c1c(Br)cc(C)cc1Br	0	-5%	10%	2%	i	-8%	-1%	-24%	0.2%
CCn1c(C(=O)NCc2ccccc2)cc2sc(Cl)cc21	.	?	?	.	i	19%	-31%	37%	7.5%
Cc1cc(C)n(-c2nc(C)c(C)c(=O)n2CC(=O)Nc2cccc([N+](=O)[O-])c2)n1	.	15%	.	.	.	?	3%	.	21%
Cc1cc(=O)oc2c3c(cc(OCC(=O)NCc4ccco4)c12)OC(C)(C)CC3	-14	13%	?	?	i	-15%	-5%	-19%	8.5%
CCCCOC(=O)c1ccc(Nc2ccc([N+](=O)[O-])cn2)cc1	7	0%	4%	-9%	?	-5%	9%	9%	-0.4%
COc1ccc(C(=O)NC(=S)Nc2ccc(Cl)cn2)cc1OC	149	-4%	-5%	11%	i	2%	10%	1%	-0.7%
CC1CCc2c(sc(NC(=O)CCCOc3ccc(C(C)(C)C)cc3)c2C(N)=O)C1 (stereo not given)	.	6%	-1%	.	i	2%	0%	5%	-0.8%
CCNCCNC(=O)c1c(O)c2cccc3c2n(c1=O)CCC3	-12	2%	11%	1%	i	2%	-12%	-7%	-0.4%
Cc1cccc2nc(CSC(=N)N)c(Br)n12	-68*	?	10%	?	?	-7%	-30%	-29%	0.6%
CCN(C(=O)COC(=O)CSc1ccc(C)cc1C)c1c(N)n(Cc2ccccc2)c(=O)[nH]c1=O	2	-16%	8%	0%	i	11%	-5%	.	0.3%
Cc1ccc(CNS(=O)(=O)c2c(C(=O)N3CCCCC3)c(C)n(C)c2C)cc1	?	-1%	-5%	1%	i	-10%	-8%	6%	-1.0%
CC(C)CCn1c(N2CCC(C(N)=O)CC2)nc2c1c(=O)[nH]c(=O)n2C	13	-5%	5%	2%	i	0%	-12%	-8%	0.2%
Cc1cc(C(=O)OCC(=O)N2CCN(C(=O)c3ccco3)CC2)c(C)n1-c1ccc(F)cc1	-22	-11%	-19%	?	i	1%	-2%	-7%	0.1%
Cc1cc(C)nc(N2CCCC(C(=O)Nc3ccc4c(c3)OCO4)C2)n1 (stereo not given)	20	-2%	10%	11%	i	-5%	-76%	3%	2.4%
O=C(Cn1nc(-c2ccccc2)c2ccccc2c1=O)Nc1ccccn1	-13	17%	21%	?	i	-1%	4%	12%	2.0%
Cc1ccc(C)c(NC(=O)COC(=O)c2cccc(S(=O)(=O)N3CCCC3)c2)c1	14	-15%	.	.	i	.	5%	.	-1.2%
COCCNC(=O)c1onc(CSc2cccc(OC)c2)c1C(=O)NCCOC	7	-6%	-7%	-4%	i	0%	1µM*	-2%	-0.8%
Cn1c(-c2ccc(Cl)nc2)nc2ccccc21	-2	0%	15%	3%	i	0%	-5%	13%	0.1%
COc1ccccc1CNc1nc(NCc2ccc3occc3c2)c2sccc2n1	-100*	?	.	.	?	.	11µM*	?	-1.1%
COCCn1c(SCC(=O)c2[nH]c(C)c(C(C)=O)c2C)nc2ccccc21	-1	-10%	-28%	-17%	i	-5%	-2%	5%	2.5%
More structures:
SMILES	IL-1B inflam inh	TGFb SMAD3 inh	Nrf2 inh	MCF10A rereplic	ATXN viability	A549 viability	HepG2 tox	ATXN2 expr inh	Nrf2 ARE act
COc1ccc(CN(C)C(=O)Cn2cnc3c(SC)nc(N)nc32)cc1OC	0	2%	?	-5%	i	-1%	3%	-16%	3.0%
CCCN(C(=O)c1cc2c(=O)oc3ccccc3c2s1)c1ccc(CC)cc1	.	-20%	3%[9.27 µM]	.	i	-2%	-22%	8%	-1.0%
CCCOC(=O)c1ccc(-n2nnnc2SCC(=O)N2CCCCC2)cc1	5	-11%	-6%	-181%[0.0737 µM]	i	1%	-6%	-14%	0.6%
CC1(C)CC(=O)C=C(NCc2cccs2)C1	-6	1%	8%	-1%	i	0%	-12%	4%	-0.5%
CCCS(=O)(=O)N1CCCC(C(=O)NCCc2ccccc2)C1 (stereo not given)	12	14%	-1%	5%	i	5%	1%	5%	0.3%
COc1ccc(OCC(=O)Nc2ccccc2OC(F)F)cc1	-9	-2%	.	-12%	i	9%	4%	6%	3.7%
CCOc1ccc(C2NC(=O)CCC2[N+](=O)[O-])cc1 (stereo not given)	17	7%	0%	5%	i	1%	2%	-7%	-0.7%
CCOC(=O)c1sc(=S)n2c1[nH]c(=O)c1ccc(C(=O)OC)cc12	-9	-5%	-2%	12%	i	-9%	-2%	-9%	0.2%
CCc1ccc(Nc2n[n+](-c3ccccc3)c(-c3cccc(Cl)c3Cl)s2)cc1	-7	-16%	?	1%	?	-7%	-11%	?	3.7%
COC(=O)[C@H](CC(C)C)N(Cc1ccccc1)S(=O)(=O)N(Cc1ccccc1)[C@@H](CC(C)C)C(=O)OC	7	?	-10%	?	i	0%	-18%&-1%	0%	5.2%
CN1CCN(c2ccc([N+](=O)[O-])cc2NC(=O)c2ccccc2)CC1	-11	-1%	-7%	-1%	i	-2%	-5%	-11%	2.6%
O=C(NCCCCc1ccccc1)c1cccc(NC(=O)C2CCC2)c1	-5	-1%	16µM*	12%	i	0%	-23%	-15%	0.5%
CC(=O)c1cccc(NC(=O)N[C@@H](CC(C)C)C(=O)O)c1	6	-3%	-3%	1%	i	-8%	-2%	0%	-0.2%
COC(=O)c1sccc1S(=O)(=O)N1CCN(c2ccc(C)cc2C)CC1	.	-14%	-7%	.	i	1%	-40%	-11%	3.7%
c1ccc(C[C@H]2CN=C(Nc3ccccc3)N2CC2CCCCCC2)cc1	-25	-7%	13%	0%	?	1%	-20%	-19%	-3.9%
Cc1ccc(N=C(c2cccs2)N2CCOCC2)cc1	-11	-3%	?	1%	i	2%	-14%	34%	17%
O=C(NNC(=O)c1ccc(Cl)cc1Cl)c1csc(-c2cccnc2)n1	-4	7%	?	20%	i	6%	6%	-29%	-0.5%
CCc1ccc(Nc2nc(C)cc(C)n2)cc1	3	-5%	?	2%	i	6%	13%	31%	4.8%
Cc1ccc(C(C)(C)C)cc1S(=O)(=O)Nc1cccc(C(=O)N2CCN(c3ccccn3)CC2)c1	-9	28µM*	?	?	i	-19%	-31%	8%	0.0%
CC1CCCCC12NC(=O)N(CC(=O)NNC(=O)c1ccc(Br)cc1)C2=O (stereo not given)	-13	0%	-5%	-4%	i	-1%	3%	0%	0.0%
O=Cc1ccc2ccc3cccnc3c2n1	?	?	13%	?	i	-2%	-20%	0%	5.1%
Cc1ccc(-c2nc3sc4c(c3c(=O)n2N)CC(C)(C)OC4)cc1	?	9%	8%	9%	?	4%	-9%	2%	-0.7%
COc1cc(-c2nc3cccc(C)n3c2NCC2CCCO2)ccc1O (stereo not given)	-21	-5%	0%	11%	i	8%	-25%	21%	5.1%
Clc1ccc(-c2nc3ncccn3c2Cl)cc1	28	-9%	?	-6%	i	-2%	1%	25%[11.3 µM]	?
COC(=O)c1ccc(CSc2nnc(CNC(=O)c3ccc(OC)cc3)o2)o1	3	-1%	-8%	0%	?	0%	0%	-5%	3.2%
Remaining list, next part:
SMILES	IL-1B inflam inh	TGFb SMAD3 inh	Nrf2 inh	MCF10A rereplic	ATXN viability	A549 viability	HepG2 tox	ATXN2 expr inh	Nrf2 ARE act
O=C(COC(=O)C1c2ccccc2Oc2ccccc21)Nc1ccc2c(c1)OCO2	-12	0%	8%	12%	i	2%	21%	9%	-0.6%
O=C1CSC(c2ccncc2)N1Cc1ccc(F)cc1 (stereo not given)	10	7%	3%	4%	?	-4%	-43%	1%	-1.0%
COc1ccc(-n2ncc3c2ncn2nc(COc4ccc(Cl)cc4)nc32)cc1	.	.	6%	.	.	-5%	-2%	.	0.0%
CC(=O)Nc1ccc(-c2ccnc3c2CC(C(=O)Nc2ccc(Cl)c(C(F)(F)F)c2)O3)cc1 (stereo not given)	?	14µM*	.	.	?	.	-20%	?	-1.8%
CCOC(=O)c1c(N)sc(C(=O)Nc2ccccc2)c1C	-21	-1%	?	-6%	.	?	-54%	.	-0.2%
CCCNC(=O)c1nnsc1Sc1ccc(Cl)cc1	-24	0%	15%	0%	i	1%	-4%	0%	0.6%
CC(=O)c1cccc(NC(=O)CCn2c(=S)oc3ccccc32)c1	11	10%	-21%	4%	i	0%	0%	-2%	2.7%
COc1ccc(CC(=O)NC(=S)Nc2ccc(S(N)(=O)=O)cc2)cc1	4	9%	-9%	1%	i	0%	5%	-4%	0.3%

Compounds listed so far that contain bromine (3):
SMILES	IL-1B inflam inh	TGFb SMAD3 inh	Nrf2 inh	MCF10A rereplic	ATXN viability	A549 viability	HepG2 tox	ATXN2 expr inh	Nrf2 ARE act
CCN(CC)S(=O)(=O)c1c(Br)cc(C)cc1Br	0	-5%	10%	2%	i	-8%	-1%	-24%	0.2%
Cc1cccc2nc(CSC(=N)N)c(Br)n12	-68*	?	10%	?	?	-7%	-30%	-29%	0.6%
CC1CCCCC12NC(=O)N(CC(=O)NNC(=O)c1ccc(Br)cc1)C2=O (stereo not given)	-13	0%	-5%	-4%	i	-1%	3%	0%	0.0%
